Screening results from PubChem BioAssay.
SRC3 TRFRET art – TR-FRET detection interference compounds, artefact control for PPARgamma SRC-3 recruitment agonists, biochemical, TR-FRET ratio; TR-FRET artefact counter-screen, PPARgamma/SRC-3 format; stronger effect = higher value; TR-FRET ratio at 8 µM; 99,000 tested, 0.39% active; AID 1048, 2008; in the data active means TR-FRET ratio above about 2000; further: inactives centre near 1600
SRC1 TRFRET art – TR-FRET detection interference compounds, primary screen, artefact control for PPARgamma SRC-1 recruitment agonists, biochemical, TR-FRET emission ratio; TR-FRET detection artefact counter-screen; stronger effect = higher value; TR-FRET ratio at 8 µM; 99,000 tested, 0.34% active; in the data active means TR-FRET ratio above about 2300; further: inactives centre near 1800
* marks the source's active call; other numbers are inactive results. An excerpt; rates above refer to the full screens.

molecule,SRC3 TRFRET art,SRC1 TRFRET art
C=CCn1c(Oc2cccc(C)c2)nc2c1c(=O)n(C)c(=O)n2C,1634,1756
CNC(=S)Nc1cccc(C(=O)O)c1,1745,1899
C/C(=N\NC(=O)COc1ccccc1-c1ccccc1)c1ccccn1,1471,1760
CCCCC(=O)Nc1cc(Cl)ccc1C(=O)O,1461,1850
CCn1c(COc2ccccc2)nnc1SCC(=O)NCc1ccco1,1558,1770
O=C(CO/N=C/c1cccc([N+](=O)[O-])c1)NC1CCCCC1,1511,1958
Cc1ccc(C(=O)N2Cc3ccccc3CC2C(=O)O)cc1 (centres undefined),1542,1691
CC1CCCCC1NC(=O)CO/N=C/c1ccccc1OC(F)F (centres undefined),1284,1668
O=C(O)CCCC(=O)Nc1ccccc1C(=O)N1CCOCC1,1388,1551
Cc1ccc(NC(=O)CN2C(=O)CN(C)C2=O)cc1S(=O)(=O)N1CCCCC1,1606,1939
COc1cccc(C(=O)OCC(=O)NC(=O)NC2CCCC2)c1O,1519,1943
O=C(Nc1ccccc1)Nc1cccc(C(F)(F)F)c1,1551,1970
C/C(=N\NC(=O)c1ccc(Cl)c(Cl)c1)c1ccc(Br)s1,1728,1911
CC1CC(C)CN(C(=O)C(NS(=O)(=O)c2ccc(Br)s2)c2ccccc2)C1 (centres undefined),1455,1828
CSc1ncnc2c1cnn2-c1ccc(C)cc1C,1759,2001
NS(=O)(=O)c1ccc(CCN=C(NS(=O)(=O)c2cccs2)c2ccccc2)cc1,1579,1808
Cc1cc(C)c(S(=O)(=O)N2CCCOC2CNC(=O)C(=O)NCc2cccnc2)c(C)c1 (centres undefined),1603,1779
O=C(Nc1ccccc1)OC1CCC2CC1CCC2OC(=O)Nc1ccccc1 (centres undefined),1384,1574
O=C(Nc1ccccc1)/C(=C/c1ccccc1)NC(=O)c1ccco1,1540,1837
O=[N+]([O-])c1cc(CN2CCN(c3cccc(C(F)(F)F)c3)CC2)c2cccnc2c1O,1761,1515
CCOc1ccccc1NC(=O)NCc1ccccc1F,1599,2143
COc1cccc(C(=O)NCCn2ccc3ccccc32)c1,1420,1739
Oc1ccc(-c2n[nH]c(=S)n2Cc2ccccc2)cc1,1499,1785
CCN(CC)C(=O)CC(c1ccc(F)cc1)c1ccc(OC(C)C)cc1 (centres undefined),1717,1756
CC(C)NS(=O)(=O)c1ccc(NC(=O)Cc2cccs2)cc1,1437,1535
COc1ccc(CCNC(=O)c2ccc(CN3CCC(Cc4ccccc4)CC3)cc2)cc1OC,1431,1424
CCOc1cc(/C=C(/C#N)c2ccc(Cl)cc2)cc(Cl)c1OCC(=O)O,1772,1623
CCN(CC)CCN(CC(=O)N(C1CCCCC1)C1CCCCC1)C(=O)c1cccnc1,1630,1642
N#C/C(=C/c1ccc(N2CCOCC2)o1)C(=O)NC1CCCCC1,1704,2000
Cc1ccc(-c2ccc(/C=C3/NC(=O)NC3=O)o2)cc1[N+](=O)[O-],1650,1557

Profiles, quoted from the list:
Entry for `O=C(O)CCCC(=O)Nc1ccccc1C(=O)N1CCOCC1` → SRC3 TRFRET art = 1388; SRC1 TRFRET art = 1551
Entry for `Cc1ccc(-c2ccc(/C=C3/NC(=O)NC3=O)o2)cc1[N+](=O)[O-]` → SRC3 TRFRET art = 1650; SRC1 TRFRET art = 1557
Entry for `CCOc1cc(/C=C(/C#N)c2ccc(Cl)cc2)cc(Cl)c1OCC(=O)O` → SRC3 TRFRET art = 1772; SRC1 TRFRET art = 1623

Next section.
molecule,SRC3 TRFRET art,SRC1 TRFRET art
Cc1cc(C)c(C#N)c(Sc2ccc(N)cc2)n1,1520,1627
O=C(c1ccc(S(=O)(=O)c2ccccc2Cl)c([N+](=O)[O-])c1)N1CCN(Cc2ccccc2)CC1,1375,1449
c1ccc2c(-c3nnc4n3CCCCC4)cc(-c3ccncc3)nc2c1,1519,1821
O=C(Nc1ccc2cn[nH]c2c1)c1ccc(Cl)c(S(=O)(=O)N2CCOCC2)c1,1578,1950
O=C1CC(/C=C/c2ccncc2)=Nc2ccccc2N1,1684,1834
COc1ccc(-c2ccc(SCc3cccnc3)nn2)cc1OC,1428,1916
COc1ccc(-c2nnn(CC(=O)N(CCCO)C(C(=O)NC3CCCC3)c3ccncc3)n2)cc1 (centres undefined),1623,2120
O=C(CC(NC(=O)OCc1ccccc1)C(=O)O)OCc1ccccc1 (centres undefined),1441,1677
COc1ccc(C(c2c(C)[nH]n(-c3ccccc3)c2=O)c2c(C)[nH]n(-c3ccccc3)c2=O)cc1OC,1606,1872
COc1cccc(OC)c1C(=O)Nc1cc(C)nn1-c1nc2ccccc2[nH]1,1536,1808
COc1cccc(N2CC(O)=C(c3nc4ccccc4s3)C2=N)c1,1668,1641
Cc1ccc(OCCCCn2ccnc2)c([N+](=O)[O-])c1,1698,1916
COc1ccc(C(=O)N/N=C/c2ccc(OC)c(CN3CCc4cc(OC)c(OC)cc4C3C)c2)cc1 (centres undefined),1586,1859
CCC1=Nc2cc(C(=O)NCc3ccco3)ccc2Sc2ccc(C)cc21,1647,1576
C=CCn1c(SCC(=O)c2ccc(Cl)cc2)nnc1-c1ccc2c(c1)OCO2,1520,1681
CC(C)CCc1c(O)nc(SCC(C)C)[nH]c1=O,1578,1797
Cc1cc(N2CCOCC2)nc2ccc(NC(=S)N3CCN(Cc4ccccc4)CC3)cc12,1559,1639
COC(=O)Cc1ccc(NC(=S)N2CCN(c3ccc(F)cc3)CC2)cc1,1664,1734
CNC(=S)N(Cc1ccc(OC)cc1)Cc1cc2cccc(C)c2[nH]c1=O,1464,1825
CC(=O)Oc1ccc(N(c2ccccc2)S(=O)(=O)c2ccc(C)cc2)cc1,1445,1587
Cc1ccc(C(=O)NC(c2ccccc2)C(Cl)Cl)cc1 (centres undefined),1793,1979
CC(/C=N/Nc1nc(C)cc(=O)[nH]1)=C\c1ccccc1,1758,1711
CCOc1ccc(NC(=O)CSc2nnc(Cc3cccn3C)n2-c2ccc(F)cc2)cc1,1584,1667
COc1ccc(Cl)cc1NC(=S)NCCO,1661,1898
OCC1(Cc2ccc(Cl)cc2)CCN(Cc2ccc3nsnc3c2)CC1,2045,2393*
COc1cc(/C=N/NC(=O)c2cc(-c3ccc4c(c3)OCO4)n[nH]2)ccc1O,1422,1813
Cc1ccc(CSC2=Nc3ccccc3C3=NC(=O)CN23)cc1,1397,1885
Cc1cc(N2CCCC2)ccc1/C=C1\NC(=S)N(C)C1=O,1875,1933
CCOC(=O)N1N=C(c2ccc(OC)cc2)CC1(O)C(F)(F)F (centres undefined),1580,1643
CCOc1ccc(OCC)c(Nc2cc(C)nc3ncnn23)c1,1522,2042
CCOc1cc2[nH]c(=S)n(CC3CCCN3CC)c(=O)c2cc1OCC (centres undefined),1981,1598
COC(=O)C(=C/C(C)=C/c1cccnc1)C(=O)OC,1438,1797
O=C(Nc1ccc(Cl)cn1)c1ccc([N+](=O)[O-])o1,1725,1377
Cc1cc(C)n(/N=C/c2ccco2)c(=O)c1C#N,1547,1820
CC12CN(C(=S)Nc3ccccc3)CC(C)(CN(C(=S)Nc3ccccc3)C1)C2=O,1579,1564
Cc1ccc(OCC(=O)NCCO)c(Br)c1,1614,1968
Cc1cc(OCCCCCNCCO)cc(C)c1Cl,1374,1681
Cc1ccc(C(=O)Cn2nc(C)c([N+](=O)[O-])c2C)c(C)c1,1450,1860
CCOC(=O)N1CCC(NC(=O)c2ccc(CS(=O)(=O)c3c(Cl)cccc3Cl)o2)CC1,1752,1731
CCOc1ccc(NS(=O)(=O)c2cc(C)c(C)cc2C)cc1,1651,1842
O=C(O)c1ccc(N2CC3CC(C2)c2cccc(=O)n2C3)c(NS(=O)(=O)c2cccc(C(F)(F)F)c2)c1 (centres undefined),1516,1772
COc1ccc(/C(N)=N/OC(=O)CN(C)S(=O)(=O)c2ccc(C)cc2)cc1,1722,1999
O=C1C2C(C(=O)N1/N=C/c1cccc([N+](=O)[O-])c1)C1C=CC2C12CC2 (centres undefined),1409,1422
CCOc1ccc(CNc2ccc(CNc3ncn[nH]3)cc2)cc1,1477,2002
CCS(=O)(=O)c1ccc2c(c1)N(S(C)(=O)=O)CC(C(=O)NN)O2 (centres undefined),1564,1375
Clc1ccc(-c2nc3ccccn3c2CN2CCCCC2)cc1,1579,1897
COCC(C)NC(C(=O)Nc1cccc(C(C)=O)c1)c1ccccc1 (centres undefined),1501,1992
CCOC(=O)c1ccc(S(=O)(=O)NNC(=O)c2ccc3c(c2)nc(C)n3CC)cc1,1412,1662
COc1ccc(OC)c(C2NC(=S)NC3=C2N2CCC3CC2)c1 (centres undefined),1826,1839
CCOc1ccc(C(=O)N/N=C(/C)C2C(=O)c3ccccc3C2=O)cc1,1501,1504
CN(C)S(=O)(=O)c1cccc(NC(=O)COC(=O)c2ccc([N+](=O)[O-])o2)c1,1699,1614
Cc1nnc(SCC2=C(C(=O)O)N3C(=O)C(NC(=O)Cn4nc(C(F)F)cc4C)C3SC2)s1 (centres undefined),1475,1747
CCc1onc(C)c1C(=O)Nc1ccc2c(c1)OCO2,1732,1957
O=C(NCc1ccccn1)C1CCN(S(=O)(=O)c2cc(Cl)ccc2Cl)CC1,1567,1601
CNS(=O)(=O)c1cccc(C(=O)OCC(=O)N(CCC#N)c2ccccc2)c1,1519,1959
COc1ccc(OCCNC(=O)c2cccc(Oc3ccc(C(F)(F)F)cc3[N+](=O)[O-])c2)cc1,1080,1627
O=C(NCCSc1ccc(Cl)cc1)c1ccc(CN2CCOCC2)cc1,1472,1857
COC(=O)C1=C(O)/C(=C\c2cc(C)n(-c3ccccc3F)c2C)N=C1C,1590,1903
CCN(CC)S(=O)(=O)c1ccc(C)c(NC(=O)CN(C)C)c1,1770,2030
CSCCC1NC(=O)N(C(C)C(=O)Nc2cc(Cl)cc(Cl)c2)C1=O (centres undefined),1545,1822

(next part)
molecule,SRC3 TRFRET art,SRC1 TRFRET art
CCc1cccc(C)c1NC(=S)NCCc1c(C)[nH]c2ccc(C)cc12,1521,1821
CCN(C(=O)c1cnc2scc(C)n2c1=O)c1ccccc1C,1609,1944
COc1ccccc1NC(=S)NCCC(c1ccccc1)c1ccccc1,1492,1530
Oc1ccc(Br)cc1C=Nc1ccc(Cl)cc1,1399,1589
CCCCNC(=O)Nc1nc2ccccc2s1,1596,1860
COc1ccccc1-c1ccc(NC2CCCCC2)nn1,1703,1865
O=S(=O)(c1ccc(N=C2NN=C(c3cc(F)ccc3F)CS2)cc1)N1CCOCC1,1429,1662
COC(=O)C1=C(C)OC(N)=C(C#N)C1c1cc2cc(C)ccc2nc1Cl (centres undefined),1724,1616
O=C(Nc1nc2c(ccc3ccccc32)s1)c1cc([N+](=O)[O-])ccc1N1CCOCC1,1643,2030
C[n+]1cc(C(=O)N2CCCCC2)ccc1/C=C/c1c[nH]c2ccccc12,1645,1935
CCOC(=O)C1=NN(C(=O)COc2ccccc2)C(O)(c2ccc(Br)cc2)C1 (centres undefined),1326,1650
O=C(CN1C(=O)NC2(CCCCC2)C1=O)NCc1ccc2c(c1)OCO2,1578,1905
O=C(CSc1n[nH]c(=O)[nH]c1=O)NC1CC1,1691,1968
O=C(Nc1ccccc1)C1=C[C@H](c2ccc(Br)cc2)C[C@H](OCc2ccc(CO)cc2)O1,1520,1921
O=C(Cn1cc(C(F)(F)F)cc(Cl)c1=O)Nc1cccc(Cl)c1,1478,1546
CCO[C@@H]1OC(C(=O)N2CCOCC2)=C[C@H](C)[C@H]1CCCO,1589,1807
Cc1nn(CC(=O)N2CCc3ccccc3C2)c(C)c1[N+](=O)[O-],1741,1839
O=C(NC(C(=O)c1ccccc1)N1CCOCC1)c1ccccc1 (centres undefined),1594,1838
CCOC(=O)c1ccc(S(=O)(=O)Nc2cc(C(=O)O)ccc2Cl)cc1,1485,2004
C[C@@H](C(=O)Nc1ccc2ccccc2c1)[C@@H]1C[C@@]1(C)[C@@H](NC(=O)c1ccccc1)c1ccccc1,1475,1839
S=C(c1cn(CCOc2cccc3ccccc23)c2ccccc12)N1CCCC1,3153*,3691*
N#C/C(=C/c1cn[nH]c1-c1ccc(Br)cc1)C(=O)O,1628,1533
O=[N+]([O-])c1ccc2nc(-c3ccccc3)[nH]c2c1,1461,1861
CCN(CC)CCCNCC(=O)Nc1cc(C)on1,1478,2196
Cc1ccc(/C=C2\SC(=S)N(CC(=O)Nc3cccnc3)C2=O)cc1,1451,1684
O=C(CCc1ccccc1)NCc1ccccn1,1695,2212
O=C(CSc1nnc(-c2ccc(Cl)cc2)n1-c1ccccc1)N/N=C/c1ccccc1C(=O)O,1438,1661
CC(=O)c1ccc(OCC(=O)NCC(c2ccco2)N2CCCCC2)cc1 (centres undefined),1632,1909
CCOC(=O)Oc1ccc(C(=O)OCCCN(C)C)cc1OC,1440,1659

Two compounds drawn at random from the list so far:
molecule,SRC3 TRFRET art,SRC1 TRFRET art
O=C(CSc1n[nH]c(=O)[nH]c1=O)NC1CC1,1691,1968
O=C(CCc1ccccc1)NCc1ccccn1,1695,2212

Sorted by molar mass (smallest number first): three of the compounds above
molecule,SRC3 TRFRET art,SRC1 TRFRET art
Oc1ccc(Br)cc1C=Nc1ccc(Cl)cc1,1399,1589
O=C(NC(C(=O)c1ccccc1)N1CCOCC1)c1ccccc1 (centres undefined),1594,1838
O=C(CN1C(=O)NC2(CCCCC2)C1=O)NCc1ccc2c(c1)OCO2,1578,1905
